ALOX12 inhib – qHTS Assay for Inhibitors of 12-hLO (12-human lipoxygenase) | purified 12-hLO, xylenol orange hydroperoxide absorbance | Polyunsaturated fatty acid lipoxygenase ALOX12 (Homo sapiens), P18054 | AID 1452, 2008 | 0.12% of 150,000 active | Potency, µM (titrated, usually from 57.1 µM), inactives show at the top dose activity change, negative = inhibition, most hits filed as inhibitors; further: potency means the concentration at half of the fitted maximal effect; nearly all actives have a fitted effect of over 55% in size; many of its hits are not listed in these tables
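Purified human 12hLO (150 nM), preincubated 15 min with compound, then 40 uM arachidonic acid for 30 min, room temperature, Hepes pH 7.0 with 0.01% Triton X-100. Hydroperoxide detected by ferrous iron/xylenol orange; 573/405 nm absorbance ratio gives reaction progress.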
PNC inhibitor – High Content Assay for Compounds that inhibit the Assembly of the Perinucleolar Compartment | PC3M PTB-GFP, PNC prevalence imaging, 16 h; hits give low values | activity change (PNC), negative = inhibition, % at 10 µM | 3.1% of 140,000 active | AID 2417, 2010;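 active means readout at or below -70, meaning at least 70% loss of cells showing the perinucleolar compartment, a nuclear body marking cancer cells; inconclusive means readout between -30 and a set limit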;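 further: plate controls were DMSO wells for no effect and camptothecin positive control wells for full effect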
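PC3M cells stably expressing PTB-GFP, 750–1000 cells/well, treated 16 h at 37 °C with compound (23 nl of library stock), in duplicate. After paraformaldehyde fixation and Hoechst stain, imaged at 20x; PNC prevalence scored by image analysis.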
IMPase inh – qHTS Assay for Identifying the Cell-Membrane Permeable IMPase Inhibitors; inhibition (IP1 accumulation), % at 46.1 µM; AID 901, 2007; Inositol monophosphatase 1 (Rattus norvegicus), P97697; CHO-M1 cells, IP1 accumulation, HTRF TR-FRET ratio; 120,000 tested, under 10 active; active means well fitted curve in the direction sought with a large enough effect in the signal ratio, not every such curve was filed as active; inconclusive means small, poorly fitted or top-dose-only effect, or a change in a side signal; inactive means no such curve, though single readings can be large or run the other way; the % refers to the signal ratio;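 further: cells stimulated with carbachol in lithium chloride buffer; plate controls were DMSO basal wells for no effect and reference inhibitor wells for full effect; higher means more IMPase inhibition seen as more IP1 and lower FRET ratio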
Target sequence (P97697 whole entry, looked up): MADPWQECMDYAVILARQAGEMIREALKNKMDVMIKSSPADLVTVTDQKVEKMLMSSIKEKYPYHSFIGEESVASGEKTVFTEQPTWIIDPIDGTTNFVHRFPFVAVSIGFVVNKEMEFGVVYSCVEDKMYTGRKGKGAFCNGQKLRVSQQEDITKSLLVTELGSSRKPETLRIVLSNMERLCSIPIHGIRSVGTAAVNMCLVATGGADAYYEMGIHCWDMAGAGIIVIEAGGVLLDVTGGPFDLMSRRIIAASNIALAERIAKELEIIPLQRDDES
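Seeded CHO-M1 cells were dosed with compound at up to 46 uM, stimulated with carbachol for 30 min, then lysed in IP-One detection reagents. Higher IP1 lowers the TR-FRET signal.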
15-hLO-2 inh – qHTS Assay for Inhibitors of 15-hLO-2 (15-human lipoxygenase 2). Polyunsaturated fatty acid lipoxygenase ALOX15B (Homo sapiens), O15296. purified 15hLO-2, xylenol orange hydroperoxide absorbance. Potency, µM (titrated, usually from 57.1 µM), for the others: at the highest dose activity change, negative = inhibition, most hits filed as inhibitors. 0.56% of 110,000 active; further: potency means the concentration at half of the fitted maximal effect; nearly all actives have a fitted effect of over 60% in size; many of its hits are not listed in these tables
Target sequence (O15296 whole entry, looked up): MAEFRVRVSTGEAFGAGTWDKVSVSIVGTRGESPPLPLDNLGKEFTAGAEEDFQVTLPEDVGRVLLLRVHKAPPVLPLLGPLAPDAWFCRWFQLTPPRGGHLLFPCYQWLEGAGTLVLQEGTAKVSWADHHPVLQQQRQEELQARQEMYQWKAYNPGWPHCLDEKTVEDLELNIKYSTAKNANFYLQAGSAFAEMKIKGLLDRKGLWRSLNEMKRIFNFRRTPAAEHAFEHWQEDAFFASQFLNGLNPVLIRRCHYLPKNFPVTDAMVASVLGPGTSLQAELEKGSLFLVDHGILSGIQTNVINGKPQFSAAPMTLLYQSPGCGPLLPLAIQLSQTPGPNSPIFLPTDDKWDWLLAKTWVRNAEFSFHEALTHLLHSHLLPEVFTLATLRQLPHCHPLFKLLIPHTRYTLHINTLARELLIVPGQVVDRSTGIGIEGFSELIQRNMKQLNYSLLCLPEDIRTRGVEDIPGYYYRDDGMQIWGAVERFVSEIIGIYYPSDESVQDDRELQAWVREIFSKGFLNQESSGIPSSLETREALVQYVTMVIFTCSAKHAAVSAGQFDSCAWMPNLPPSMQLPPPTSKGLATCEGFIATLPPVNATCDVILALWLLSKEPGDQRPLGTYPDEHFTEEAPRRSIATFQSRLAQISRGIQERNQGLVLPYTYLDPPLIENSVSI
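Read-out: hydroperoxide product oxidises ferrous iron, measured as xylenol orange complex via the 573-to-405 nm absorbance ratio after 30 min. Reaction: 50 nM enzyme, 15 min compound preincubation, 45 uM arachidonic acid, 90 min RT, Hepes pH 7.5 with Triton X-100.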
Numbers without * were called inactive; ? = inconclusive; . = not tested or not shown; [ ] = remark or other dose. Unless noted, the call rests on the fitted dose curve; in most records, active means well fitted curve in the direction sought with a large enough effect; inconclusive means small, poorly fitted or top-dose-only effect, or another doubt; inactive means no such curve, though single readings can be large; an effect the other way counts as inactive or inconclusive. Unless noted, on the % scale 0 is the no-effect control and ±100 the full control effect.

SMILES	ALOX12 inhib	PNC inhibitor	IMPase inh	15-hLO-2 inh
COc1ccc2c(c1)C(=O)[C@H](O)[C@@H](c1ccc(OC)c(Br)c1)O2	-3%	11	.	.
O=C(CN1C2CCCC1CC(NC(=O)c1ccco1)C2)Nc1ccccc1C(F)(F)F (stereo unspecified)	0%	4	-3	.
COc1ccc(-c2oc3ncn(CCN4CCOCC4)c(=N)c3c2-c2ccc(OC)cc2)cc1	0%	-16	-4[1.84 µM]	3%[11.4 µM]
C=CCOC(=O)c1[nH]c2c(c1C)C(=O)CC(c1ccco1)C2 (stereo unspecified)	-10%	-29	8	-9%
Cc1cc(C(=O)NCc2cccs2)no1	0%	31	4	5%
CCC(=O)N1CCCc2cc(S(=O)(=O)N3CCN(c4ccccc4F)CC3)ccc21	1%	-12	11	4%
CC(C)CC(NC(=O)C1CCC(C)CC1)C(=O)N1CCN(c2ccccn2)CC1 (stereo unspecified)	4%	?	0	3%
Cc1ccc(S(=O)(=O)N(C)CC(=O)OCC(=O)NC(=O)Nc2ccc3c(c2)OCCO3)cc1	1%	-21	.	.
CC(=O)Nc1cccc2c1C(=O)N(c1cccc(C)c1)C2=O	-3%	-16	-4	.
C=CCN1C(=O)C(O)(CC(=O)c2c(C)n[nH]c2C)c2cc(Br)ccc21 (stereo unspecified)	3%	36	-2	2%
CC(C)CN1C(=O)NC(NC(=O)c2ccco2)(C(F)(F)F)C1=O (stereo unspecified)	-1%	?	4	0%
C=CCc1cccc2cc(C(=O)Nc3ccc(S(=O)(=O)Nc4nnc(CC)s4)cc3)c(=O)oc12	-1%	37	8	.
Cn1c(=O)[nH]c(=O)c2c1nc(NCCCn1ccnc1)n2Cc1ccc(F)cc1	-1%	-15	7	10%
Cc1cc(SCc2cc(=O)n3ccsc3n2)nc2ccccc12	7%	8	.	.
CNC(=O)NC1CCCc2ccccc21 (stereo unspecified)	-1%	14	6	3%
Cc1nn(C)c(C(=O)N/N=C/c2ccccc2)c1[N+](=O)[O-]	-1%	?	12	-1%
COC(=O)c1ccc2c(c1)S(=O)(=O)NC(=NCc1ccco1)S2	-2%	18	5	9%
CC(C)C(N)C(=O)NC(Cc1c[nH]c2ccccc12)C(=O)O (stereo unspecified)	-4%	.	.	-10%
O=C(Nc1ccc(S(=O)(=O)Nc2nccs2)cc1)/C(=C/c1ccccc1Cl)NC(=O)c1ccccc1	-1%	-9	-5	.
CCOCCCNC(=O)C(=O)NCCCOCC	-4%	29	4	.
O=C(CSc1nc2ccccc2o1)Nc1nc(-c2ccccc2)c(-c2ccccc2)s1	1%	?	2	.
COC(=O)[C@H](CCSC)NC(=O)NC1CCN(Cc2ccccc2)CC1	-1%	?	5	1%
COc1ccc(OC)c(/C=C/C(=O)Nc2ccc3c(c2)CCC3)c1	0%	3	-1	.
Cc1[nH]nc2c1C1(CCOCC1)C(C#N)=C(N)O2	5%	?	1	4%
C=C(C)Cn1c(CCCNC(=O)CCC)nc2ccccc21	-3%	20	-4	5%
Cc1ccc(C2C(C(N)=S)=C(N)OC3=C2C(=O)CC(C)(C)C3)cc1 (stereo unspecified)	-19%	?	?	.
Cc1sc2ncnc(SCC(=O)c3ccc4c(c3)OCCO4)c2c1-c1ccccc1	0%	29	.	.
Cn1c(=O)oc2cc(S(=O)(=O)N3CCCc4ccccc43)ccc21	-4%	?	8	0%
CC1=CC(C)(C)N(C(=O)CSc2nncn2C)c2ccccc21	-1%	8	6	.
CCCCOCCCNC(=O)c1ccc(OC)cc1	9%	30	2	0%
O=C(NCC1CCNCC1)c1ccncc1	-2%	37	5	.
C=CCn1c(=O)n(CCC#N)c(=O)n(CCC#N)c1=O	-1%	-22	4	10%
COc1ccc2cnnc(SCC(=O)Nc3ccccc3)c2c1OC	-1%	9	.	.
CN(Cc1ccccc1)S(=O)(=O)c1ccc2c(c1)OCCO2	0%	-17	?	-8%
COc1cc(C(=O)Nc2ccc(S(=O)(=O)Nc3cc(C)on3)cc2)cc(OC)c1OC	0%	-1	-1	-4%
CC1(C)CCc2nc(SCc3ccccc3)c(C#N)cc2C1	-7%	-4	?	.
COc1cccc(C2/C(=C(/O)c3ccncc3)C(=O)C(=O)N2CCCN(C)C)c1 (stereo unspecified)	-3%	?	-6	1%
Cc1ccc(-c2nnc(N(C)C(=O)c3ccccn3)s2)cn1	-1%	7	-1	-9%
COc1ccc(-c2cc(CCCC(=O)NCCc3ccc(OC)cc3OC)no2)cc1	2%	-18	9	2%
CO[C@@H]1/C=C\O[C@]2(C)Oc3c(C)c(O)c4c(O)c(c(CN(C)C)c(O)c4c3C2=O)NC(=O)/C(C)=C\C=C[C@@H](C)[C@@H](O)[C@H](C)[C@@H](O)[C@H](C)[C@H](OC(C)=O)[C@@H]1C	2%[11.4 µM]	.	.	-13%[11.4 µM]
Cc1cc(Br)c2nc3c(c(C(=O)O)c2c1)CCCCC3	0%	?	?	.
COC(=O)[C@]1(C)CCC[C@]2(C)c3ccc(C(C)C)cc3C(=O)CC12 (stereo partly specified)	-12%	.	.	6%
O=C(Nc1nc(-c2nc3ccccc3s2)cs1)c1ccc(S(=O)(=O)N2CCOCC2)cc1	-7%	?	6	3%
COC(=O)CSc1ccccc1C(=O)OC	11%	6	9	12%
CN(C(=O)C12CC3CC(CC(C3)C1)C2)C1(C)CCS(=O)(=O)C1 (stereo unspecified)	-3%	-3	3	1%
Cc1ccsc1/C=C/C1=Cc2c(sc(NC(=O)CSc3n[nH]c(N)n3)c2C#N)C(C)(C)C1	-6%	-29	1	-30%
O=C(NCC1CCCO1)C1CCCCN1S(=O)(=O)c1ccc(F)cc1 (stereo unspecified)	-2%	69	5	2%
COc1cccc(Cn2c(=O)cnc3cnc(Oc4cccc(Cl)c4)nc32)c1	-8%	.	.	-13%

Quoted at random: 4 records from the list.
SMILES	ALOX12 inhib	PNC inhibitor	IMPase inh	15-hLO-2 inh
Cc1ccsc1/C=C/C1=Cc2c(sc(NC(=O)CSc3n[nH]c(N)n3)c2C#N)C(C)(C)C1	-6%	-29	1	-30%
O=C(NCC1CCCO1)C1CCCCN1S(=O)(=O)c1ccc(F)cc1 (stereo unspecified)	-2%	69	5	2%
COC(=O)CSc1ccccc1C(=O)OC	11%	6	9	12%
COc1cccc(Cn2c(=O)cnc3cnc(Oc4cccc(Cl)c4)nc32)c1	-8%	.	.	-13%

Other compounds follow.
SMILES	ALOX12 inhib	PNC inhibitor	IMPase inh	15-hLO-2 inh
Cc1ccc(C(=O)N2CCN(Cc3ccc4c(c3)OCO4)CC2)o1	-4%	98	6	7%
CC(C)(/C=N/O)/[N+]([O-])=C/C=[N+](\[O-])C(C)(C)/C=N/O	-2%	-13	9	-4%
CCOC(=O)c1[nH]c2c(c1-c1ccccc1)C(=O)CC(c1ccc(Cl)cc1)C2 (stereo unspecified)	-1%	36	.	.
CCCCc1ccc(NC(=O)c2c(C)noc2C)cc1	0%	?	7	9%[2.29 µM]
O=C1CCCc2c1[nH]c1ccc(CN3CCCCC3)cc21	-21%	?	3	2%
CCCC(C(=O)NCc1ccccc1)N(C(=O)Cn1nnc(-c2cccs2)n1)c1ccc2c(c1)OCCO2 (stereo unspecified)	10%	?	-10	.
C=CCn1c(SCC(N)=O)nnc1-c1cc2c(s1)CCC(CC)C2 (stereo unspecified)	2%	-18	13	.
Cc1nc(SCC(=O)c2cc3ccccc3oc2=O)c(C#N)c(C)c1C(=O)Nc1ccccc1	-18%	38	9	?
Cc1cc2cc(CCNC(=O)C3c4ccccc4Oc4ccccc43)c(=O)[nH]c2cc1C	2%	61	.	.
CCN(CC)Cc1c(O)c(Cl)cc2c(C)c(C)c(=O)oc12	4%	8	-27	-1%
CCCc1cc(-c2n[nH]c(=S)n2Cc2ccccc2)cs1	-10%	-15	0	?
O=C(Nc1ccc([N+](=O)[O-])cc1)Nc1nc(-c2ccc(Cl)s2)cs1	-3%	44	.	.
CCC1C(=O)n2nc(-c3ccccc3)cc2N=C1C (stereo unspecified)	-2%	39	7	.
CC(=O)OC1CCC2(C)C3=C(CCC2C1(C)C)[C@]1(C)CCC(C(C)CCC=C(C)C)[C@]1(C)CC3 (stereo partly specified)	-1%	.	.	5%
Cn1c(SCC(=O)N2CCCCC2)nc2cccnc21	0%	40	0	1%
O=[N+]([O-])c1cn(Cc2ccccc2)cn1	0%	32	.	.
O=C(Nc1ccc(Cl)cn1)c1ccc(-c2cc(Cl)ccc2Cl)o1	-7%	-2	-6	-7%
Cc1ccc(Nc2cc(C)nn2-c2nc(C)cc(C)n2)cc1	0%	-11	11	46%[activator]
Cc1cc(C)n(-c2ccn(Cc3ccc(Cl)cc3Cl)c(=O)n2)n1	-16%	28	6	0%
CC(=O)S[C@@H]1CC2=CC(=O)CC[C@@]2(C)[C@H]2CC[C@]3(C)[C@H](CC[C@@]34CCC(=O)O4)[C@H]12	4%	.	-2	-5%
O=C(CC(Cc1ccccc1)C(=O)O)NCCc1ccc2c(c1)OCO2 (stereo unspecified)	0%	?	2	5%
Cc1onc(-c2ccccc2)c1C(=O)NC(=S)NNC(=O)c1ccc(O)cc1O	-21%	-6	.	.
O=c1[nH]c2ccccc2nc1-c1cccs1	-8%	9	5	-7%
COc1ccccc1N1CCN(C(c2ccccc2Cl)c2nnnn2C(C)(C)C)CC1 (stereo unspecified)	-5%	26	-2	15%
COc1cc(OC)cc(C(=O)NC(C(=O)NCCN(C)C)C23CC4CC(CC(C4)C2)C3)c1 (stereo unspecified)	2%	?	9	30%
Cn1c(=O)c2cn(-c3cccc4ccccc34)cc2n(C)c1=O	-2%	?	0	-11%
Cc1ccsc1/C=N/Nc1nc(Cl)c(Cl)cc1Cl	1%	-14	-3	-28%
Cc1cccc(C(C)C)c1NC(=O)c1ccc(CN(c2ccccc2)S(=O)(=O)c2ccccc2)cc1	0%	47	-6	.
CC(C)c1nc(Cl)c(C#N)c2c1CCCC2	-1%	26	1	.
Cc1cccc(OCCC(=O)NCC(=O)Nc2c(C)cccc2C)c1	0%	-27	?	.
Cn1nc([N+](=O)[O-])nc1Oc1ccccc1	-5%	4	-1	2%
O=C(/C=C/c1ccc2c(c1)OCO2)NCCSCc1c(Cl)cccc1Cl	-21%	-21	.	.
COc1ccc2nc(NC(=O)CN3CCN(C)CC3)sc2c1	-3%	24	15	10%
COC(=O)c1ccc(-c2cc(C(=O)O)c3cc4c(cc3n2)OCCO4)cc1	-14%	4	-5	-4%
Cc1cc(NC(=O)c2cnn3cccnc23)no1	-1%	?	9	4%[2.29 µM]
CC(C)Oc1ccc2c(=O)c3cc(C(=O)O)ccc3oc2c1	-1%	.	4	7%
c1ccc(Cn2nnc3c(N4CCCCCC4)ncnc32)cc1	-9%	-8	6	0%
CC(C)c1ccc(Nc2nc(NCc3ccco3)nc(N3CCOCC3)n2)cc1	-14%	-5	0	58%[activator]
O=c1c(-c2cc(F)cc(F)c2)nc2cnc(Oc3ccccc3)nc2n1C[C@H]1CCCO1	1%	.	.	-2%
COc1cc(C)c(C)cc1S(=O)(=O)N1CCN(Cc2ccc3c(c2)OCO3)CC1	-15%	2	-8	20%
CCN1CCN(c2c(Cl)cccc2NC(=O)c2ccc(Br)o2)CC1	-2%	?	9	16%
CCN(c1ccc2c(c1)OCO2)S(=O)(=O)c1cc(Br)cc2c1N(C(C)=O)CC2	2%	102	6	-6%
CCc1nnc(SCCSc2nnc(CC)n2N)n1N	5%	22	-2	13%
Cc1ccc(S(=O)(=O)/C(C#N)=C/c2c[nH]c3ccccc23)cc1	-19%	?	13	-6%
O=C1NC(=O)C2(CCc3ccccc32)N1 (stereo unspecified)	3%	41	-3	3%
